EPAC1 antagonist: qHTS for Antagonist of cAMP-regulated guanine nucleotide exchange factor 3 (EPAC1): primary screen; Rap guanine nucleotide exchange factor 3 (Homo sapiens), O95398; EPAC1 GEF assay, Rap1b-BODIPY-GDP exchange fluorescence; Potency, µM (top dose mostly 115 µM), for inactives: top-dose activity change, negative = inhibition, most hits filed as inhibitors; actives 0.14% (n = 360,000); AID 720709, 2013;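 also: potency is read from the fitted curve at half-maximal effect; plate controls were vehicle for no effect and positive control for full effect; nearly all actives have a fitted effect of over 50% in size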
EPAC2 antag: qHTS for Antagonist of cAMP-regulated guanine nucleotide exchange factor 2 (EPAC2): primary screen; Potency, µM (top dose mostly 114 µM), without a hit: top-dose activity, negative = inhibition, actives largely listed as inhibitors; AID 720708, 2013; EPAC2 GEF exchange of Rap1B-BODIPY-GDP, fluorescence; Rap guanine nucleotide exchange factor 4 (Homo sapiens), Q8WZA2; actives 0.18% (n = 360,000); also: potency is read from the fitted curve at half-maximal effect; % is scaled to controls: 0 for no effect and ±100 for the full control effect; nearly all actives have a fitted effect of over 45% in size; many of its hits are not listed in these tables
CCT modulator: High-Throughput Screening for Modulators of Cytosolic Chaperonin Activity. AID 651819, 2012. actives 0.3% (n = 360,000). activity change, % (test concentration not listed), hits read low. purified chaperonin ATPase assay, HTRF ADP detection, 30 min; in the data active = activity change below about -30%; also: % is scaled to controls: 0 for no effect and ±100 for the full control effect
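We incubate TRiC, 40 or 20 nM final, with library compounds at 76 uM and 10 uM ATP for 30 min at 37 °C. ADP formed is detected with Transcreener HTRF reagents after 30 min at room temperature.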
PI5P4Ka inh: qHTS for Inhibitors of phosphatidylinositol 5-phosphate 4-kinase (PI5P4K); Phosphatidylinositol 5-phosphate 4-kinase type-2 alpha (Homo sapiens), P48426; AID 652105, 2013; PI5P4Kalpha enzyme, ADP-Glo luminescence, 60 min; stronger effect = lower value; max response, %; actives 1.2% (n = 330,000); active = max response of -50% or lower; inconclusive = between -30% and -50%; inactive = -30% or higher; also: value at the top dose of about 77 µM; % is scaled to controls: 0 for no effect and ±100 for the full control effect
Target sequence (P48426 whole entry, looked up): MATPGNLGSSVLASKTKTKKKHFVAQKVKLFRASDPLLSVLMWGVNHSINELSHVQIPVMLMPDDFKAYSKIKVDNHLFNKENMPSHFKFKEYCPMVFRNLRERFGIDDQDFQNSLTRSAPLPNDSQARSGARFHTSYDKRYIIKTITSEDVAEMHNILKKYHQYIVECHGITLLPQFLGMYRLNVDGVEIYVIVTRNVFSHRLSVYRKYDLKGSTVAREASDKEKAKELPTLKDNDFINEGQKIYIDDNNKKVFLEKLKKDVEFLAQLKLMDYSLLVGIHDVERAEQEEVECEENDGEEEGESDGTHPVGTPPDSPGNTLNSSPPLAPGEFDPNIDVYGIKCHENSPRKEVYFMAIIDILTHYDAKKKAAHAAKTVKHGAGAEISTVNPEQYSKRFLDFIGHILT
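qHTS, 1536-well: enzyme/substrate mix, compound by pin tool, 5 microM ATP final; RT 60 min; ADP-Glo reagents 1 (45 min) then 2 (30 min); luminescence.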
EPAC1 agonist: qHTS for Agonist of cAMP-regulated guanine nucleotide exchange factor 3 (EPAC1): primary screen; Rap guanine nucleotide exchange factor 3 (Homo sapiens), O95398; EPAC1 agonist qHTS, biochemical assay; response scale: 100% = response to 6.5 mM cAMP; Potency, µM (highest dose often 154 µM), without a hit: at the top dose activation, most hits filed as activators; actives 0.073% (n = 360,000); AID 720707, 2013; also: potency is read from the fitted curve at half-maximal effect; nearly all actives have a fitted effect of over 60% in size
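Compounds were pinned as a concentration titration into mixtures of EPAC1 (100 nM), BODIPY-GDP-loaded Rap1B (250 nM) and GDP (50 uM). After 5 min at room temperature, fluorescence was followed for 30 min; activity was scaled to 6.5 mM cAMP.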
MmCpn inh: Inhibitors of TCP-1 ring complex (TRiC) of Methanococcus maripaludis (MmCpn): qHTS; Chaperonin Mm-Cpn (Methanococcus maripaludis); purified Mm-Cpn ATPase, ADP Transcreener TR-FRET; Potency, µM (highest dose often 76.9 µM), for the others: top-dose activity, negative = inhibition, most hits filed as inhibitors; actives 0.031% (n = 330,000); AID 504842, 2011; also: potency is read from the fitted curve at half-maximal effect; % is scaled to controls: 0 for no effect and ±100 for the full control effect; nearly all actives have a fitted effect of over 80% in size
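Eu-cryptate anti-ADP/ADP-d2 competition gives a ratio inversely related to ADP. Enzyme at 25 nM was pre-exposed to compound for 10 min, then given 10 uM ATP for 30 min, 37°C throughout.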
PLK1 PBD inh: qHTS for Inhibitors of PLK1-PDB (polo-like kinase 1 - polo-box domain): Primary Screen; actives 2.8% (n = 360,000); Plk1 PBD binding of FITC phosphopeptide, fluorescence polarization; Potency, µM, without a hit: max response, negative = inhibition, actives largely listed as inhibitors; Serine/threonine-protein kinase PLK1 (Homo sapiens), P53350; also: potency is read from the fitted curve at half-maximal effect; series mostly up to about 57 µM; % is scaled to controls: 0 for no effect and ±100 for the full control effect; nearly all actives have a fitted effect of over 65% in size
Target sequence (P53350 whole entry, looked up, the tested form may be a part): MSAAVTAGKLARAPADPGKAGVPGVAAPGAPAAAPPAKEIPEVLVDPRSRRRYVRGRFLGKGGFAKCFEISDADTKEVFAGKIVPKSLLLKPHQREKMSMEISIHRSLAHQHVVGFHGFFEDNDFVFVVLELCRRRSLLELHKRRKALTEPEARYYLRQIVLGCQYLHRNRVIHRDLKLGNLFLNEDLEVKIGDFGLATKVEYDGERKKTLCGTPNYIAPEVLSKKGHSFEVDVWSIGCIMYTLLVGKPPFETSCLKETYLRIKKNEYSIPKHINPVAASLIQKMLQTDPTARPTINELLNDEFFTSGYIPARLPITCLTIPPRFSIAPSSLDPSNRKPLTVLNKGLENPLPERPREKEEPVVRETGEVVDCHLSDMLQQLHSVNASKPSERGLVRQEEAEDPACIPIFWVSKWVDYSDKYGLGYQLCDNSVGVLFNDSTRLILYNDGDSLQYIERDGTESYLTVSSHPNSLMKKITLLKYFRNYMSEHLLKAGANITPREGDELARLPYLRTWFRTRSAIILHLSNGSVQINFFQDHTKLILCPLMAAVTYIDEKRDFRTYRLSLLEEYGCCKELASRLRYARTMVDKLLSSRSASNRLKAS
WRN helicase inh: qHTS for Inhibitors of WRN Helicase; actives 0.46% (n = 360,000); WRN helicase unwinding, fluorescent forked duplex, kinetic; Potency, µM (top dose mostly 114 µM), for the others: at the top dose activity change, negative = inhibition, hits mostly inhibitors; Bifunctional 3'-5' exonuclease/ATP-dependent helicase WRN (Homo sapiens), Q14191; also: potency is read from the fitted curve at half-maximal effect; % is scaled to controls: 0 for no effect and ±100 for the full control effect; nearly all actives have a fitted effect of over 55% in size
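Enzyme (20 nM final) and test compound sit together 15 min at room temperature before substrate addition. Substrate is a single-forked duplex oligonucleotide (100 nM) labelled with fluorophore and quencher, with 2 mM ATP; helicase unwinding raises red fluorescence, read kinetically.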
Active calls of the source: *; ? = inconclusive; · = no result given; [ ] = another dose, or the depositor's remark. Unless noted, calls follow the shape of the dose curve; as a rule, active = well fitted curve in the direction sought with a large enough effect; inconclusive = small, poorly fitted or top-dose-only effect, or another doubt; inactive = no such curve, though single readings can be large; an effect the other way counts as inactive or inconclusive. Some of the compounds tested; rates above refer to the full screens.

SMILES	EPAC1 antagonist	EPAC2 antag	CCT modulator	PI5P4Ka inh	EPAC1 agonist	MmCpn inh	PLK1 PBD inh	WRN helicase inh
Cc1cc(C(=O)COC(=O)CCc2nc3ccccc3s2)c(C)n1C	-20.0%	-16.3%	-0.1	·	11.2%	-2.0%	-3.2%	-4.7%
CC1(C)CC2CC(C)(CN2CC(O)c2ccccc2)C1 (configuration not stated)	-1.8%	-5.1%	0.2	8.0	6.5%	-1.2%	-10.6%	-3.9%
COC(=O)c1cnc(SCc2ccc([N+](=O)[O-])cc2)n1C	-4.0%	4.8%	-16.4	0.0	9.4%	-3.3%	3.2%	-7.2%
COc1ccc(Cc2nnc(NC(=O)c3cccc(C)c3)s2)cc1	-18.6%	-3.1%	-1.4	5.5	9.9%	-0.3%	?	-1.2%
O=C(CSC1=NS(=O)(=O)c2ccccc2N1)Nc1ccccc1F	-16.5%	-5.2%	1.7	-10.5	-18.3%	-4.4%	-17.9%	-22.3%
COCCN(CC(=O)Oc1ccccc1P(=O)(OC)OC)Cc1ccccc1	2.9%	-2.9%	-1.8	-0.2	4.0%	1.0%	-9.8%	1.8%
CCOC(=O)CCCCC1C(CCCC(=O)OCC)C=NN1C (configuration not stated)	3.8%	10.4%	0.6	-1.6	-4.0%	·	2.8%	-9.6%
CCCCN1C(=O)C(CC(=O)NC2CCCC2)CC(C(=O)N(C(C)C)C(C)C)=C1C (configuration not stated)	0.6%	5.6%	-2.3	5.4	-21.3%	·	-14.9%	-5.3%
O=C(CCc1ccccc1)N1N=C(c2ccncc2)CC1(O)C(F)(F)F (configuration not stated)	24.4%	-4.3%	-2.0	0.6	0.8%	-2.8%	-8.1%	-2.1%
Cc1ccc(C2(C)NC(=O)N(CC(=O)Nc3cc(S(=O)(=O)N(C)C)ccc3C)C2=O)cc1 (configuration not stated)	-22.7%	-10.7%	-0.7	-1.9	2.0%	-16.5%	-16.6%	-3.6%
CCN(CC)S(=O)(=O)c1cccc(C(=O)NC(Cc2c[nH]c3ccccc23)c2nnc3n2CCCCC3)c1 (configuration not stated)	-1.2%	-5.0%	1.3	·	9.6%	-2.9%	1.7%	-7.4%
CC(C)CCn1c(SCC(=O)Nc2ccccc2C(F)(F)F)nc2nccnc2c1=O	-24.6%	-1.0%	1.6	10.8	9.8%	-3.9%	-19.8%	-5.0%
COc1ccc2cnn(Cc3ccccc3)c(=O)c2c1OC	1.3%	9.4%	-9.2	1.8	-6.6%	1.3%	-1.8%	-0.1%
CCCNC(=O)Cn1cnc2sc(C(=O)N3CCCC(C(=O)OCC)C3)c(C)c2c1=O (configuration not stated)	-11.4%	12.0%	-3.9	4.3	-8.5%	-0.4%	-0.5%	4.4%
CN(C)S(=O)(=O)c1ccc2c(c1)C(=NO)c1cc(S(=O)(=O)N(C)C)ccc1-2	10.6%	-3.1%	0.1	-13.6	1.0%	0.9%	3.9%	7.0%[57.1 µM]
CCn1c(-c2cc(-c3ccccc3OC)nc3ccccc23)n[nH]c1=S	-11.6%	0.7%	-2.8	-26.5	-1.6%	?	-7.3%	-0.4%
CCC(=O)Nc1ccc(Oc2ccc3c(c2)C(=O)N(c2ccc(O)cc2)C3=O)cc1	9.6%	16.2%	2.3	-0.1	-1.9%	0.8%	-6.6%	-10.7%
CC(C)N1CCN(Cc2ccoc2)CC1CCO (configuration not stated)	2.8%	-5.3%	-1.8	4.2	9.4%	0.5%	-11.3%	-9.5%
Cn1c(C(=O)O)c(CC(=O)N2CCC(Cc3ccccc3)CC2)c2ccccc21	-14.0%	10.8%	0.6	1.4	-3.3%	-2.6%	-5.6%	-18.1%
CCc1ccccc1N1CC23C=CC(O2)C(C(=O)O)C3C1=O (configuration not stated)	-13.4%	-2.3%	1.0	-15.5	3.0%	-0.1%	26.7µM*	-2.3%
CC(C)c1cc(Cn2c3ccccc3c(=O)n2C(C)Cn2cc(C3=CCCCC3)nn2)on1 (configuration not stated)	-6.5%	-21.1%	·	1.0	2.9%	·	1.3%	-0.6%
COCCNC(=O)C1(C)CCCN(Cc2ccc(Cl)nc2)C1 (configuration not stated)	3.5%	0.4%	-0.5	2.0	-9.3%	·	-3.6%	-0.6%
Cc1ccc2nc(NC(=O)c3cc(-c4ccco4)nc4ccccc34)sc2c1	1.6%	-1.1%	-2.4	-4.3	16.1%	1.0%	-10.3%	-25.7%
O=C(CN1C(=O)NC2(CCCCCC2)C1=O)NCc1cccs1	-14.7%	-0.8%	1.1	2.0	-5.8%	2.2%	-15.2%	-1.3%
CN(C(=O)c1ccc(NC(=O)Cc2cccc(NC(=O)C3CCCN(C(=O)CCc4ccccc4)C3)c2)cc1)C1CCCC1 (configuration not stated)	-1.0%	-3.5%	-0.6	-7.2	-17.1%	-1.4%	1.3%	-9.7%

Five compounds drawn at random from the list so far:
SMILES	EPAC1 antagonist	EPAC2 antag	CCT modulator	PI5P4Ka inh	EPAC1 agonist	MmCpn inh	PLK1 PBD inh	WRN helicase inh
CCC(=O)Nc1ccc(Oc2ccc3c(c2)C(=O)N(c2ccc(O)cc2)C3=O)cc1	9.6%	16.2%	2.3	-0.1	-1.9%	0.8%	-6.6%	-10.7%
Cc1cc(C(=O)COC(=O)CCc2nc3ccccc3s2)c(C)n1C	-20.0%	-16.3%	-0.1	·	11.2%	-2.0%	-3.2%	-4.7%
CCCNC(=O)Cn1cnc2sc(C(=O)N3CCCC(C(=O)OCC)C3)c(C)c2c1=O (configuration not stated)	-11.4%	12.0%	-3.9	4.3	-8.5%	-0.4%	-0.5%	4.4%
CN(C(=O)c1ccc(NC(=O)Cc2cccc(NC(=O)C3CCCN(C(=O)CCc4ccccc4)C3)c2)cc1)C1CCCC1 (configuration not stated)	-1.0%	-3.5%	-0.6	-7.2	-17.1%	-1.4%	1.3%	-9.7%
O=C(CCc1ccccc1)N1N=C(c2ccncc2)CC1(O)C(F)(F)F (configuration not stated)	24.4%	-4.3%	-2.0	0.6	0.8%	-2.8%	-8.1%	-2.1%

Next section.
SMILES	EPAC1 antagonist	EPAC2 antag	CCT modulator	PI5P4Ka inh	EPAC1 agonist	MmCpn inh	PLK1 PBD inh	WRN helicase inh
CC1CCN(CCCNC(=O)CCc2nnc3n(CCc4ccccc4)c(=O)c4ccccc4n23)CC1	-5.5%	-2.5%	-3.2	-2.7	-0.3%	-0.4%	-10.1%	-4.5%
CCOc1ccc(OCC)c(NC(=O)CSc2nc3cccnc3n2C)c1	-0.9%	-0.5%	0.9	-6.7	7.3%	-3.6%	-5.0%	-7.2%
N#C/C(=C\c1ccc([N+](=O)[O-])cc1)c1nc(C2CC2)cs1	12.2%	-5.1%	-1.4	-8.8	2.1%	-1.5%	-6.4%	4.4%
CCCn1c(=O)c2ccccc2n2c(SCCOc3ccccc3F)nnc12	-2.5%	-1.9%	1.0	1.0	5.4%	-16.7%	-6.1%	-8.0%
Cc1cccc(C)c1OCC(=O)Nc1oc(-c2ccccc2)c(-c2ccccc2)c1C#N	-11.5%	2.8%	-1.6	-3.2	-0.1%	·	-4.0%	-3.3%
CCCc1cc(=O)oc2cc(OC(C)C(=O)NCC3CCC(C(=O)O)CC3)c(Cl)cc12 (configuration not stated)	-15.9%	-19.1%	-3.1	-3.7	-14.0%	1.7%	-13.9%	-2.8%
CN(C(=O)c1ccc(NC(=O)Cc2ccc(NC(=O)C3CCN(C(=O)c4ccccc4)CC3)cc2)cc1)C1CCCC1	-3.1%	-1.4%	2.0	1.3	-1.9%	·	-2.5%	-5.2%
N#CCC(=O)Nc1ccc(C(=O)OCC(=O)NC(=O)Nc2ccc3c(c2)OCCO3)cc1	-6.3%	4.7%	-0.2	?	3.9%	-2.3%	-7.3%	?
S=C(Nc1cccnc1)NC1CC2CCC1C2 (configuration not stated)	2.2%	3.6%	0.2	2.5	1.4%	-1.2%	-2.4%	9.4%
O=C(COC(=O)/C=C/c1nc2ccccc2s1)Nc1ccccc1Oc1ccccc1	-12.1%	-1.4%	-0.5	-1.1	3.0%	0.1%	-5.4%	-2.5%
COc1ccc(NC(=O)c2cn3c(nc4ccccc43)c(C#N)c2C)cc1	-10.1%	-4.8%	0.5	-1.8	10.7%	-0.8%	-8.4%	-3.8%
O=C(Nc1nc2ccccc2[nH]1)c1ccc(Br)o1	-13.8%	10.0%	-1.0	-4.3	-7.1%	1.0%	-1.3%	-15.8%
CCOCCCN(C(=O)Cn1nnc(-c2ccc(C)o2)n1)C(C(=O)NC1CCCC1)c1ccco1 (configuration not stated)	-2.0%	-2.1%	-5.0	5.8	7.2%	1.3%	-6.3%	7.9%
O=C1CC(N2CCSCC2)C(=O)N1c1cccc(Br)c1 (configuration not stated)	-12.6%	13.8%	-1.1	-1.0	-3.4%	-6.4%	-7.8%	5.4%
O=C(CC1Sc2ccccc2NC1=O)NNc1cccc(Cl)c1Cl (configuration not stated)	14.5%	25.3%	-3.7	-8.9	-3.0%	·	-3.0%	-13.1%
Cc1oc(-c2cccc(Cl)c2)nc1CN1CCC(C(=O)NCC2CCCO2)CC1 (configuration not stated)	13.9%	4.3%	-0.6	-12.2	1.5%	-0.6%	-7.2%	7.0%
C=CCn1c(=O)c2ccccc2n2c(SCc3cc(=O)n4ccsc4n3)nnc12	18.8%	18.1%	-1.7	-14.6	2.1%	0.7%	0.0%	-8.0%[57.1 µM]
O=C(/C=C/c1ccco1)N(Cc1ccc(F)cc1)C1CCS(=O)(=O)C1 (configuration not stated)	-0.4%	-0.2%	0.7	-5.1	8.0%	3.8%	-24.2%	-4.1%
O=C(/C=C/c1ccc(Cl)c([N+](=O)[O-])c1)c1ccc(O)cc1	?	-4.6%	-1.7	0.9	6.9%	1.5%	-16.5%	-6.4%

Screening data as filed in PubChem BioAssay.
